# Bcl-2 Bim block: human Bim-Bcl-2 interaction inhibition; P10415; Bead-based flow cytometry, Bim peptide-Bcl-2 binding; inhibition, % at 10 µM; 0.06% of 190,000 active; AID 950; in the data active = inhibition above about 40%; inconclusive = no clear call, values can overlap the other calls;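 also: 0% = no compound wells with probe peptide and 100% = reference peptide inhibitor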
# Bim-Bcl-B: inhibitors of Bim-Bcl-B interaction, human. bead-based flow cytometry, Bim peptide-Bcl-B binding. inhibition, % at 10 µM. 0.073% of 190,000 active. AID 951;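 also: 0% = tracer peptide without compound and 100% = reference inhibitor peptide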
# Target sequence (Q9HD36 whole entry, looked up): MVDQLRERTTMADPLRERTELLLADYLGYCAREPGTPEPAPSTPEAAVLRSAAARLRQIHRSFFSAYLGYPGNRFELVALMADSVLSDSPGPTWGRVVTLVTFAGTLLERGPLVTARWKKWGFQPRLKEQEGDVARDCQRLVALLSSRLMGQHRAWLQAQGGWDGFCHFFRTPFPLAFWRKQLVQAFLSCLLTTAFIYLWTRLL
# Mcl-1 Bim block: human Bim-Mcl-1 interaction inhibition; Bead-based flow cytometry, Bim peptide-Mcl-1 binding; inhibition, % at 10 µM; 0.1% of 190,000 active; AID 1009;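 also: 0% = no compound tracer wells and 100% = peptide blocker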
# RGS8-Gao reg: regulators of human RGS8-Galphao interaction; AID 1423; multiplexed bead flow cytometry, RGS8-Galphao binding; actives lie on both sides; response (percent of control binding), % at 10 µM; 0.34% of 220,000 active; in the data active = response below about 60% or above about 140%; inactive = in between;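 also: Galphao activated as the GDP aluminium fluoride complex binding bead-coupled RGS8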
# Target sequence (P09471 whole entry, looked up): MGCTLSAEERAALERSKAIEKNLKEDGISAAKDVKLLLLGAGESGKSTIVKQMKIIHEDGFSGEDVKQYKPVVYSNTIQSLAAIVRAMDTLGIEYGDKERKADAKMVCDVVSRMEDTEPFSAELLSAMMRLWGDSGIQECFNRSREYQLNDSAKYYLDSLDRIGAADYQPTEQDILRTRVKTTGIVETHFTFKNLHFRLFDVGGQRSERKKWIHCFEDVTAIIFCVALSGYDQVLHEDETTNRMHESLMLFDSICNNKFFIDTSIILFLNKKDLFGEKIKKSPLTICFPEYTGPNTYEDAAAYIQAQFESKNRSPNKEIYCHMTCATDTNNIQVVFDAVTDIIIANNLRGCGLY
# RGS4-Gao reg: modulates binding of RGS4 to human Galphao; P09471; AID 1415; Multiplexed bead flow cytometry; actives lie on both sides; binding response (% of control), % at 10 µM; 0.33% of 220,000 active; in the data active = binding response below about 49% or above about 150%; inactive = in between;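 also: fluorescent Galphao activated with aluminum fluoride binding bead-coupled RGS4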
# Mcl1 Bid PPI: disrupts binding of human Mcl-1 to Bid peptide | TR-FRET Mcl-1/Bid-Dy647 peptide binding, 1536-well | 0.97% of 220,000 active | Q07820 | inhibition, % at 21.7 µM;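 active = compounds that cut the binding signal by more than half at the single screening dose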;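 also: His-tagged Mcl-1 with europium anti-His antibody binding Bid BH3 peptide; 0% = Mcl-1 plus peptide wells and 100% = peptide-only wells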
# GSH bead fluor: GSH bead compound fluorescence profile; GSH beads flow cytometry, compound fluorescence 488/530 nm; active compounds read high; fluorescence (KMESF) at 10 µM; 0.25% of 190,000 active; AID 1776; in the data active = fluorescence above about 89;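 also: glutathione beads carrying GST-tagged Bcl family fusion proteins plus one bare bead set; values are compound well signal with DMSO vehicle wells as background; inactives centre near 16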
# Bfl-1 Bim block: disrupts Bim binding to human Bfl-1; AID 1008; 0.12% of 190,000 active; inhibition, % at 10 µM; Bead-based flow cytometry, Bim-Bfl-1 binding inhibition; Q16548;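 also: 0% = wells without compound plus tracer and 100% = blocker peptide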
# Bcl-W Bim block: human Bim-Bcl-W interaction inhibition. Q92843. bead-based flow cytometry, Bim peptide-Bcl-W binding. inhibition, % at 10 µM. 0.02% of 190,000 active. AID 952;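 also: 0% = bound tracer without compound and 100% = peptide blocker; higher means less fluorescent Bim peptide bound to Bcl-W beads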
# Target sequence (Q92843 whole entry, looked up): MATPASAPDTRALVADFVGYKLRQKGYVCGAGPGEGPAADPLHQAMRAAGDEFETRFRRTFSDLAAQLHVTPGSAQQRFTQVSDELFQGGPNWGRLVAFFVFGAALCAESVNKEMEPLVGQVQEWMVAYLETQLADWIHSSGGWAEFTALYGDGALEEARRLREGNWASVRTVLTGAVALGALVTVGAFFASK
# Bim-Bcl-XL: human Bim-Bcl-XL interaction inhibition. AID 1007. 0.04% of 190,000 active. Bim peptide-Bcl-XL binding, bead flow cytometry, fluorescence. inhibition, % at 10 µM
# Target sequence (Q07817 whole entry, looked up): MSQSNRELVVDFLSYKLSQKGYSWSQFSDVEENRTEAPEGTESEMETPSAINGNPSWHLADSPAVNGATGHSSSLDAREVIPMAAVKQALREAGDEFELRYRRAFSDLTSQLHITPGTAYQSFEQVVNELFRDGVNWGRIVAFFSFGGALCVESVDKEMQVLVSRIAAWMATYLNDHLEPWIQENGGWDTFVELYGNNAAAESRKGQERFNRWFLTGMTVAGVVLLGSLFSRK
# RGS7-Gao: modulates binding of RGS7 to human Galphao | P09471 | Multiplexed bead flow cytometry; actives lie on both sides | binding response (% of control), % at 10 µM | 0.35% of 220,000 active | AID 1439; in the data active = binding response below about 49% or above about 150%; inconclusive = no clear call, values can overlap the other calls; inactive = in between;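 also: fluorescent Galphao held in activated GDP-AlF4 state binding bead-coupled RGS7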
# * hit, by the source's call; ? = inconclusive. Rule as the data show it, unless noted: active = inhibition above about 40%.
mol,Bcl-2 Bim block,Bim-Bcl-B,Mcl-1 Bim block,RGS8-Gao reg,RGS4-Gao reg,Mcl1 Bid PPI,GSH bead fluor,Bfl-1 Bim block,Bcl-W Bim block,Bim-Bcl-XL,RGS7-Gao
COc1ccc(-c2nc(C)ncc2N=Nc2ccccc2)cc1,1,0,-1,97,95,-2,17,-1,-1,-4,96
COCCN(C(=S)Nc1ccc(C(C)C)cc1)C(C)c1cccs1 (configuration not stated),-7,-10,-2,97,91,-34,8,-8,-3,-2,90
CCOC(=O)Cc1csc(NS(=O)(=O)Cc2ccccc2)n1,-7,-4,-5,99,100,-25,15,-5,-2,-7,98
CCCS(=O)(=O)N1CCCC(C(=O)c2ccccc2OC)C1 (configuration not stated),-2,-2,0,106,103,-13,18,-4,-3,-2,103
COc1cc(NC(=O)COC(=O)c2cnc(C)cn2)c(C)cc1[N+](=O)[O-],0,-6,0,121,117,-17,15,-7,-1,-3,120
COc1ccc(C(=O)C(OC(=O)CNC(=O)c2ccco2)c2ccccc2)cc1 (configuration not stated),2,0,1,101,102,-8,22,0,1,0,103
CC(=O)c1c(-c2ccc(Cl)cc2)c2ccccc2[nH]c1=O,-4,-2,1,105,99,-31,10,-4,-1,-4,105
COC(=O)c1cc(-c2cccc(OC)c2)n[nH]1,0,3,-1,102,105,-45,14,-1,-1,0,110
COc1cc(OC)c(-c2nn3c(-c4ccco4)nnc3s2)cc1OC,7,5,4,93,94,-8,10,19,12,11,94
O=C(O)C1Cc2ccccc2CN1C(=O)COc1ccc(Cl)cc1Cl (configuration not stated),0,1,1,100,100,-36,12,-3,0,0,100
Cc1ccc(S(=O)(=O)c2nnn(-c3cccc(F)c3)c2N)cc1,-2,-2,-4,99,101,-23,11,2,0,0,102
C=CCOc1cccc(C2C(C(=O)c3ccc(C)o3)=C(O)C(=O)N2c2nccs2)c1 (configuration not stated),5,1,2,104,99,-74,9,2,3,0,100
Cc1ccc(C(=O)C2C(=O)c3ccccc3C2=O)cc1,-6,-1,-3,101,101,6,31,-2,-1,-1,100
CCCCN=C1CC(C)(C)CC(=O)/C1=C(/O)CCCN1C(=O)c2ccccc2C1=O,-7,-1,0,103,100,-6,18,-2,3,1,101
CC(C)(C)c1nnc(NC(=O)Cc2ccc(Br)cc2)s1,-5,-6,-5,111,104,-3,13,-7,-6,-10,108
O=C(NCc1ccco1)c1c[nH]c2ccc(S(=O)(=O)N3CCOCC3)cc2c1=O,-1,-3,-1,100,96,-21,8,-5,5,-1,101
O=C(NCCN1CCOCC1)c1ccc(CS(=O)(=O)c2ccc(Cl)cc2)o1,-3,-2,-1,101,103,-9,27,-4,0,0,105
Cc1ccc(-c2nc3ccccc3s2)cc1NC(=S)NC(=O)c1ccccc1,-1,-2,0,100,101,-26,22,-2,-3,-3,101
Cc1ccc(C(=O)Oc2ccc(/C=N/NC(N)=O)cc2)cc1,-2,-7,-1,102,101,-8,26,-4,-2,-3,?
CCc1cccc(OCCCCNCCO)c1,-4,-3,-6,102,107,10,11,-4,-4,-3,100
Cc1cc(Cl)cc(Br)c1OCCCN1C(=O)NC(C)(C)C1=O,-2,0,-1,100,103,-48,12,-1,0,0,106
COc1ccc(C2=Nn3c(nnc3-c3ccncc3)SC2)cc1OC,-8,-5,1,102,105,21,9,-8,6,3,108
CCOC(=O)C1CCN(C(=O)c2cc(S(=O)(=O)N3CCOCC3)c(Cl)cc2Cl)CC1,-16,-11,-6,101,99,95*,27,-19,-7,-9,102
CCC(C)(C)n1nnnc1CN1CCC(NC(=O)c2ccccc2C)CC1,-1,-9,-5,103,102,-5,15,-3,-7,-7,97
CCN(CC)S(=O)(=O)c1ccc(N2CCCCC2)c(NC(=O)/C=C/c2cc(OC)c(OC)c(OC)c2)c1,0,-4,-2,105,105,-17,6,-3,-2,-5,103
NS(=O)(=O)c1ccc(NC(=O)CSc2ccccn2)cc1,6,1,2,76,71,-39,13,1,4,1,78
COc1ccc2cc(C)c3nnc(SCc4cccnc4)n3c2c1,2,4,2,94,96,-7,8,4,6,5,?
C#CCNC(=O)C1=C[C@H](c2ccc(C(F)(F)F)cc2)C[C@H](OCCCCO)O1,-4,-2,0,104,104,-3,18,-3,-3,-2,103
CCc1ccc(O)c(N=Cc2ccccc2O)c1,0,0,-2,99,90,-16,27,0,-2,-2,94
N#Cc1nc(COc2cccc(Cl)c2)oc1N1CCN(c2ccccc2)CC1,-3,0,-3,99,103,-30,16,0,0,-3,98
CN(C)S(=O)(=O)c1cc(NC(=O)CN2CCCc3ccccc32)ccc1Cl,-2,-3,-2,102,102,-33,21,-5,-4,-2,101
O=[N+]([O-])c1ccc(Cl)c(S(=O)(=O)/N=C(/c2ccccc2)N2CCOCC2)c1,-6,-4,0,104,105,-12,10,-5,-2,-6,111
NC(=O)NNc1cccc(Cl)n1,3,0,2,102,104,-31,9,-3,2,2,101
Cc1oc(-c2ccccc2F)nc1CS(=O)(=O)CC(=O)N1CCCCCC1,-5,-11,-2,99,99,-13,27,-10,0,0,97
COCCCNCC(=O)c1c(N)n(Cc2ccccc2)c(=O)n(C)c1=O,-3,-3,0,99,99,35,22,-7,0,0,97
O=C(NN1C(=O)c2ccccc2NC12CCCCC2)c1ccccc1,3,-12,-1,100,96,5,24,-2,-3,-5,90
CC12CCC(C(=O)NCc3ccc(F)cc3)(OC1=O)C2(C)C (configuration not stated),-7,-4,-2,97,95,-36,16,-7,-1,-1,?
O=C1CC(/C=C/c2ccco2)=Nc2ccccc2N1,-2,-6,0,91,93,-1,34,-6,6,-4,91
CCNc1ncnc2c1cnn2C,-2,0,-1,103,100,-12,15,-6,-5,0,98
COc1c(C)cc(Br)cc1C(=O)Nc1ccc(Cc2ccncc2)cc1,-3,-2,1,100,93,-11,23,-7,0,-1,99
CC(C)n1c(Nc2ccccc2)nc2ccccc21,0,0,0,102,100,-7,19,-2,-1,-1,100
O=C(O)CNS(=O)(=O)/C=C/c1ccccc1,-2,-2,-1,101,100,3,13,0,0,1,95
Cc1ccc(S(=O)(=O)N2CCOCC2)cc1NC(=O)CSc1nccn1C,-4,-2,-4,101,99,-13,12,-5,-4,-3,99
COc1c(C)cc(NC(=O)c2ccc3c(c2)NC(=O)CO3)cc1C,4,2,0,91,79,-5,56,-2,-3,-1,78
Cc1ccc2nc(SCc3cccc([N+](=O)[O-])c3)nc(C)c2c1,-8,-7,-1,103,100,-5,34,-11,0,-1,98

# Sorted by molecular weight (falling): part of the list above
mol,Bcl-2 Bim block,Bim-Bcl-B,Mcl-1 Bim block,RGS8-Gao reg,RGS4-Gao reg,Mcl1 Bid PPI,GSH bead fluor,Bfl-1 Bim block,Bcl-W Bim block,Bim-Bcl-XL,RGS7-Gao
Cc1ccc(S(=O)(=O)N2CCOCC2)cc1NC(=O)CSc1nccn1C,-4,-2,-4,101,99,-13,12,-5,-4,-3,99
NC(=O)NNc1cccc(Cl)n1,3,0,2,102,104,-31,9,-3,2,2,101
CCNc1ncnc2c1cnn2C,-2,0,-1,103,100,-12,15,-6,-5,0,98

# New compounds follow
mol,Bcl-2 Bim block,Bim-Bcl-B,Mcl-1 Bim block,RGS8-Gao reg,RGS4-Gao reg,Mcl1 Bid PPI,GSH bead fluor,Bfl-1 Bim block,Bcl-W Bim block,Bim-Bcl-XL,RGS7-Gao
Cc1ccccc1-c1ccc(C(=O)Nc2cccc(F)c2)o1,0,-2,-1,102,101,-20,17,2,-2,-6,102
Cc1ccccc1N(CC(=O)N/N=C/c1ccc(F)cc1)C(=O)c1ccccc1,-8,-7,1,97,97,8,14,-3,2,0,99
Cc1ccccc1NC(=O)/C(=C\c1cccs1)NC(=O)c1ccccc1,0,0,0,101,98,-21,18,0,0,-2,99
COc1ccc(NC(=O)c2cc3ccccc3o2)cc1,4,0,1,94,87,-17,9,2,0,-1,92
CC(C)CCNC(=O)CCCc1ccccc1,-1,1,2,98,98,6,27,-3,1,4,100
COc1cccc(OC)c1/C(O)=C(\C#N)c1nc2ccccc2[nH]1,0,-2,-5,98,101,-15,17,-2,-2,-2,102
O=C(NC1CCN(C(=O)N2c3ccccc3Sc3ccccc32)CC1)c1ccccc1F,-7,-8,-2,88,86,-1,36,-11,-1,-8,90
O=C(COc1ccccc1C(=O)NCC1CCCO1)Nc1ccc(Cl)cc1Cl (configuration not stated),-4,-6,-1,103,99,-21,17,-8,-5,-5,?
CCOn1c(=O)c[n+]([O-])c2ccccc21,0,2,-3,103,104,-22,14,3,-4,2,105
COc1ccc([N+](=O)[O-])cc1NC(=O)CCSCCc1ccccn1,-2,-7,-3,100,99,-20,19,-4,-2,-3,101
CC(C)(C)c1cc(C(C)(C)C)n(-c2ccccc2)n1,-5,-3,-2,100,99,-25,11,0,-1,0,100
Cc1ccc(-c2ccc(=O)n(CC(=O)N3CCN(c4cccc(C)c4)C(C)C3)n2)cc1 (configuration not stated),-10,-7,-2,105,103,-11,27,-16,-2,-7,100
Cc1ccc(-c2cc(-c3ccccc3[N+](=O)[O-])[nH]n2)c(O)c1,-12,-7,0,98,98,9,23,-11,1,6,98
Cc1ccc(OCc2nnc(SCC(=O)c3cccc([N+](=O)[O-])c3)n2C)cc1,-7,-8,0,103,102,4,27,-6,-1,-8,104
COC(=O)Cn1c(=NC(=O)C(C)(C)C)sc2c(C)cc(C)cc21,-6,-8,-1,100,105,-2,26,-9,3,-3,105
OC(COc1cccc2ccccc12)CN1CCN(c2ccccn2)CC1 (configuration not stated),-6,-6,-6,105,102,-34,265*,-14,2,-19,101
CC1CCN(C(=O)Cn2nnc(-c3cccs3)n2)CC1,-8,-7,-2,99,100,-26,13,-5,-2,-3,101
Cc1ccc(CSCCNS(=O)(=O)c2ccccc2)cc1,-6,-7,-3,105,100,-19,14,-14,-6,-5,103
CC(C)COc1cc(=O)[nH]c(SCC(C)C)n1,-2,-4,0,99,102,-21,25,-12,0,-8,101
Cc1cccc(N2CCN(C(=O)c3ccc4c(c3)OCCO4)CC2C)c1 (configuration not stated),0,-5,-1,106,104,-49,25,-5,1,-4,107
N#CCCN(Cc1cccnc1)C(=O)c1sc2cc(F)ccc2c1Cl,0,-2,-6,101,99,-20,9,0,-1,-4,100
CC(CNC(=O)C(C)(C)C)NC(=O)C(C)(C)C (configuration not stated),-6,-7,-5,101,103,-2,12,-18,-4,-10,104
CCOc1cc(CNCCCN2CCOCC2)cc(Br)c1OCc1ccccc1Cl,-3,-5,-2,103,101,30,14,-4,-2,0,99
CC1(C)Cc2nc(-c3ccccc3)n3cnnc3c2CO1,-1,-4,20,97,97,-2,21,-5,-1,-1,96
COCCN(CCOC)S(=O)(=O)c1ccc(C(=O)Nc2nc(-c3ccncc3)cs2)cc1,-4,2,0,103,99,-17,13,0,0,2,98
CCCCCOC(=O)C(C)Sc1n[nH]c(=O)[nH]c1=O (configuration not stated),-3,-6,0,100,103,-86,15,-3,-2,0,102
N#CC1(C#N)C(C(N)=O)C1c1ccccc1 (configuration not stated),-4,-4,-1,101,103,-31,12,-5,0,-2,98
CCn1c(CSc2nc3ccccc3s2)nnc1SCC(=O)OC(C)(C)C,-9,-6,-2,95,96,2,10,-9,0,-7,92
CCOc1cc2c(C#N)c(N3CCNCC3)nc(N)c2c(N)n1,17,53*,12,103,105,-28,4,8,17,18,103

# Compound activity deposited in PubChem by several laboratories.
